TRPC6 act: mouse TRPC6 channel activators, primary screen, cell-based, HEK293, membrane potential dye; HEK293-TRPC6 membrane potential dye fluorescence; hits give high values; B-score at 10 µM; 310,000 tested, 0.13% active; AID 2550, 2010;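 active = B-score of the integrated fluorescence ratio above library mean plus 3 SD, and starting fluorescence ratio within library mean plus 5 SD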;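 note: higher score means more depolarization so channel activation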
MrgX1 antagonist: antagonists of human MrgX1 receptor, primary screen, HEK293 cells, Fluo-4 calcium flux; 310,000 tested, 1.3% active; B-score at 10 µM; AID 588676, 2011; Mas-related G-protein coupled receptor member X1 (Homo sapiens), Q96LB2; BAM8-22 antagonism; hits give low values;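 active = calcium-response B-score plate-corrected more than 3 library SD below zero, starting fluorescence within 5 deviations, no agonist response on first addition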;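 note: peak minus trough fluorescence over baseline after final BAM8-22 challenge near maximal dose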
SKKanGAS inh: S. pyogenes SKKanGAS growth inhibitors in kanamycin, primary screen, streptokinase expression inhibitor project, SKKanGAS strain, BacTiter-Glo luminescence | 6 h | inhibition, % at 7.5 µM | 300,000 tested, 1.3% active;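 active = mean replicate score, as percent of positive control median, at least 50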;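 note: strain carries kanamycin resistance gene driven by streptokinase promoter and grows in 40 µg/ml kanamycin; loss of luminescence reflects streptokinase promoter inhibition or plain growth inhibition; 0% = median of DMSO wells and 100% = positive control at its reference dose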
MrgX1 agonist: agonists of human MrgX1 receptor, primary screen, HEK293 cells, Fluo-4 calcium flux. 310,000 tested, 0.44% active. AID 588627, 2011. Fluo-4 calcium fluorescence, agonist mode; hits give high values. B-score at 10 µM. Mas-related G-protein coupled receptor member X1 (Homo sapiens), Q96LB2;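 active = calcium response B-score plate-corrected fluorescence ratio at least 3 library SD, with starting fluorescence B-score inside 5 SD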
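times = overnight plating, then 30 min 37 °C plus 30 min room-temperature dye loading | assay system = stable human MrgX1 HEK293 cell line | input = fifteen thousand cells per well | signal = kinetic calcium dye fluorescence, Fluo-4 NW | dosing = compound delivered in addition one of three | read-out = B-scored fluorescence response ratio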
RGS4 act: RGS4 potentiators or activators, primary screen, cell-based, HEK293 M3R inducible RGS4, calcium flux; B-score at 10 µM; 310,000 tested, 0.92% active; carbachol calcium flux Fluo4; hits give low values;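 active = B-score of the integrated calcium signal more than 4 SD below the library mean, with starting fluorescence not abnormally high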;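 note: negative B-score means reduced calcium response which marks RGS4 activation or potentiation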
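Also added: carbachol at ECmax as muscarinic agonist stimulus; Assay system: HEK293 cells with stable M3R and inducible RGS4; Timing: overnight RGS4 induction, 30 min dye load 37 °C, 20 min compound RT; Measured by: Fluo4-AM (2 µM) calcium-flux fluorescence, kinetic read.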
TRPC6 inhibitor: mouse TRPC6 channel inhibitors, primary screen, cell-based, HEK293, membrane potential dye; Short transient receptor potential channel 6 (Mus musculus), Q61143; ACh-evoked depolarization; hits give low values; B-score at 10 µM; 310,000 tested, 1.1% active;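 active = B-score under library mean minus 3 SD, initial fluorescence not abnormally high, positive integrated signal ratio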;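 note: B-score derived from integrated fluorescence ratio over the kinetic read; more negative B-score means stronger inhibition of depolarization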
MrgX1 allo act: positive allosteric modulators of MrgX1, primary screen, HEK293 cells, Fluo-4 calcium flux; Mas-related G-protein coupled receptor member X1 (Homo sapiens), Q96LB2; FDSS; hits give high values; B-score at 10 µM; 310,000 tested, 0.63% active;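 active = plate-corrected calcium response at least 3 library SD above typical, normal starting fluorescence, not activating the receptor alone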;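 note: compound read alongside a low EC10 to EC30 dose of BAM8-22 agonist; peak minus trough fluorescence over baseline measured at the second addition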
Platelet DG rel: inhibitors of platelet dense granule secretion, primary screen, cell-based, MLPCN, human platelets | human platelet-rich plasma, SFLLRN dense granule ATP release, luminescence | inhibition, %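 (compounds screened at 7.5 µM in platelet-rich plasma)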 | 300,000 tested, 0.22% active;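 active = mean replicate score, as percent of positive control, at or above 50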
RGS4 block: RGS4 inhibitors, primary screen, cell-based, HEK293 M3R inducible RGS4, calcium flux; AID 463165, 2010; Regulator of G-protein signaling 4 (Homo sapiens), P49798; 310,000 tested, 0.45% active; B-score at 10 µM; Fluo-4 calcium flux; hits give high values; triggered by carbachol at its EC20;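 active = B-score, a plate-corrected calcium signal, over three deviations above library mean, with baseline fluorescence within five deviations of library mean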;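 note: RGS4 expression induced by doxycycline in cells with stable M3 receptor; B-score is computed from the integrated fluorescence ratio over baseline after carbachol; higher B-score means a larger calcium signal and so more RGS4 inhibition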
TRPC4 block: inhibitors of mouse TRPC4 channel, primary screen, Fluo4 calcium, HEK293 TRPC4beta/mu-opioid cells; DAMGO-evoked Fluo4 calcium flux; hits give low values; B-score at 10 µM; 300,000 tested, 0.39% active; AID 2247, 2010;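 active = B-score over 3 SD under the library average, no early fluorescence shift, positive overall ratio signal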
Target sequence (Q9QUQ5 whole entry, looked up): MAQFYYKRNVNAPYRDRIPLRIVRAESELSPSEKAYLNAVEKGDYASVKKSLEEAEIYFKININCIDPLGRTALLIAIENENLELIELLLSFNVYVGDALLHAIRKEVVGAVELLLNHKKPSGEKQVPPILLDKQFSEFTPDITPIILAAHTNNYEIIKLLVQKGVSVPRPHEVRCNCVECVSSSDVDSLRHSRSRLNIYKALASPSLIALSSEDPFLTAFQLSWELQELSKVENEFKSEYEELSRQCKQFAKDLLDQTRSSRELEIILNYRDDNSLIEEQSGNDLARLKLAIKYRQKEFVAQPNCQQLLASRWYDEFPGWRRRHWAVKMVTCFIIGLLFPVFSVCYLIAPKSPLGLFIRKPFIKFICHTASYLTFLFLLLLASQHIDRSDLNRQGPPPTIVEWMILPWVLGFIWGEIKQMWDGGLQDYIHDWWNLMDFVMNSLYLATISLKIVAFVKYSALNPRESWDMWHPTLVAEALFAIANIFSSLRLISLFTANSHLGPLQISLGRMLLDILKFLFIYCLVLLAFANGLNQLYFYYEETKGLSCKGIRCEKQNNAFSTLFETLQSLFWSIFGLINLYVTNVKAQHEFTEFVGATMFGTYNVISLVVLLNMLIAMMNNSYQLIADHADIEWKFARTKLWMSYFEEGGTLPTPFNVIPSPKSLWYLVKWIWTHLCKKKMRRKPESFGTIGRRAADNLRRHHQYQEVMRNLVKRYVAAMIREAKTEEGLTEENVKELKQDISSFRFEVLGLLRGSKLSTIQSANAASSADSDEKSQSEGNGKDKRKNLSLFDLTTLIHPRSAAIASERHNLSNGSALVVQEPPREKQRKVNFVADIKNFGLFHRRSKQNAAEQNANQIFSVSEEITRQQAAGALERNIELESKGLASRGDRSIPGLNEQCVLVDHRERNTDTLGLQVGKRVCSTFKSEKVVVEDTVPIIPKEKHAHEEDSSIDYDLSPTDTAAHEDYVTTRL
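material = TRPC4beta/mu-opioid receptor HEK293 cell line | probe or stimulus = sequential submaximal and maximal DAMGO stimulation | compound dosing = one concentration per compound | measured by = Fluo4 Ca2+ flux fluorescence | evaluation = integrated fluorescence ratio relative to baseline, converted to per-well B score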
HIF act: HIF pathway transcriptional activators, primary screen, cell-based, U2OS HRE-luciferase, luminescence. AID 1910, 2009. 300,000 tested, 0.32% active. activation, % at 7.5 µM (by protocol). U2OS HRE-luciferase reporter; normalized: DMSO 0%, desferrioxamine 100%;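 active = mean activation of at least 10% of the iron chelator positive control signal, with at least half of replicates also reaching 10%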
The depositor's hits bear a star; i = inactive; / = not tested or not shown.

Each structure is followed by: TRPC6 act, MrgX1 antagonist, SKKanGAS inh, MrgX1 agonist, RGS4 act, TRPC6 inhibitor, MrgX1 allo act, Platelet DG rel, RGS4 block, TRPC4 block, HIF act
CCn1c(Sc2ccc([N+](=O)[O-])cn2)nnc1-c1ccco1
→ i, i, -1, i, i, i, i, 0, i, i, 0.4
O=C(CN1CCOCC1)Nc1ncc(Cc2cccc3ccccc23)s1
→ i, i, -8, i, i, i, i, -5, i, i, 0.1
FC(F)(F)c1cc(Oc2ccccc2)ncc1-c1nnc(-c2ccccc2Cl)o1
→ i, i, -22, i, i, i, i, -8, i, i, 0.3
C/C=C/c1ccc(OCCn2nnc3ccccc32)c(OC)c1
→ i, i, -3, i, i, i, i, -3, i, i, 0.3
CCCC(=O)Nc1ccc(C(=O)N/N=C/c2cccnc2)cc1
→ i, i, -17, i, i, i, i, -9, i, i, -0.2
Cc1c(Cl)cccc1-n1c(SCC(=O)NCc2cccs2)nnc1-c1ccncc1
→ i, i, 4, i, i, i, i, -1, i, i, -0.2
O=C(c1ccccc1)c1cc2c(cc1[N+](=O)[O-])OCCO2
→ i, i, 13, i, i, i, i, 1, i, i, 0.6
Cc1nn(C)c(C)c1S(=O)(=O)N1CCC(C(=O)NC2CCCCC2)CC1
→ i, i, -6, i, i, i, i, /, i, i, -0.1
CC1(C)CC(=O)C=C(Nc2ccccc2C#N)C1
→ i, i, 6, i, i, i, i, -3, i, i, -0.6
CCC(C)[C@H](NC(=O)N1CCn2c1nc1ccccc12)C(=O)NCCc1ccc(OC)c(OC)c1 (some centres undefined)
→ i, i, -1, i, i, i, i, -4, i, i, -0.6
CCc1ccccc1N1C(=O)C(Cl)=C(N2CCOCC2)C1=O
→ i, i, -4, i, i, i, i, 3, i, i, -0.5
O=c1cc(CO)occ1OCc1cccc(F)c1
→ i, i, -3, i, i, i, i, 2, i, i, 0.0
N#CCSc1nnc(C2CCCCC2)n1-c1ccccc1
→ i, i, 0, i, i, i, i, -1, i, i, 0.9
O=C(Nc1ccccc1N1CCCC1)C1CCN(C(=O)c2ccc(Cl)cc2)CC1
→ i, i, 3, i, i, i, i, 3, i, i, -0.1
N#Cc1nc(-c2ccco2)oc1N1CCC(Cc2ccccc2)CC1
→ i, i, 28, i, i, i, i, -1, i, i, -0.5
COCCNC(=O)c1onc(CSc2cccc(OC)c2)c1C(=O)O
→ i, i, 2, i, i, i, i, 3, i, i, -1.1
C/C(=N\NC(=O)c1ccncc1)c1cccs1
→ i, i, 5, i, i, i, i, 6, i, i, 1.1
COc1ccccc1CNC(=O)COC(=O)C1CCN(c2ccc(C(F)(F)F)cn2)CC1
→ i, -7.6*, 11, i, i, i, i, 7, i, i, 1.0
Cc1ccc(CNc2ccc(N3CCOCC3)c(C(=O)O)c2)s1
→ i, i, -8, i, i, i, i, 0, i, i, -0.3
COc1ccc(Nc2ccc([N+](=O)[O-])cc2[N+](=O)[O-])cc1
→ i, i, 11, i, i, i, i, 1, i, i, -0.5
NC(=O)C1CCN(C(=O)COc2ccc3ccccc3c2Br)CC1
→ i, i, 0, i, i, i, i, 3, i, i, 1.2
Cc1ccccc1NS(=O)(=O)c1cc(C(=O)NCc2ccco2)ccc1C
→ i, i, 2, i, i, i, i, -2, i, i, /
Cc1cccc(N2CCN(c3ccc(NC(=O)/C=C\C(=O)O)cc3)CC2)c1
→ i, i, -1, i, i, i, i, 3, i, i, -0.2
Cc1ccc(N2C(=O)N3[C@H](c4ccc(F)cc4)[C@@H]4C(=O)N(C5CCCCC5)C(=O)[C@@H]4[C@]3(Cc3ccccc3)C2=O)cc1
→ i, i, -2, i, i, i, i, -2, i, i, 0.0
CC(=O)c1ccc(Oc2nc(-c3cccnc3)nc3ccccc23)cc1
→ i, i, 4, i, i, i, i, -11, i, i, -1.0
CC(C)C(=O)Nc1ccc(C(=O)Nc2nnc(C(C)C)s2)cc1
→ i, i, -3, i, i, i, i, 4, i, i, 2.9
COc1ccccc1NCc1nnc(-c2ccccc2)o1
→ i, i, -2, i, i, i, i, 9, i, i, -0.7
CNC(=O)CN(C1CCCCC1)S(=O)(=O)c1ccc(F)cc1
→ i, i, -5, i, i, i, i, -2, i, i, -0.2
COC(=O)c1ccccc1OC(=O)c1cccnc1
→ i, i, -2, i, i, i, i, 3, i, i, -0.1
O=C(CSc1nnc(-c2ccccc2)c2ccccc12)NCC1CCCO1 (centres undefined)
→ i, i, 3, i, i, i, i, 0, i, i, -0.1
Cn1cc(S(=O)(=O)N2CCN(c3ccc(F)cc3)CC2)c(=O)n(C)c1=O
→ i, i, -2, i, i, i, i, -1, i, i, 0.1
CC(=O)c1c(-c2ccccc2)c2ccccc2[nH]c1=O
→ i, i, 1, i, i, i, i, -47, i, i, -0.3
CCOC(=O)Cc1csc(NC(NC(=O)CC)(C(F)(F)F)C(F)(F)F)n1
→ i, i, -8, i, i, i, i, /, i, i, /
CCOc1ccccc1NS(=O)(=O)c1cc2c3c(c1)CC(=O)N3CCC2
→ i, i, 0, i, i, i, i, -6, i, i, -0.4
O=C(CN1C(=O)/C(=C/c2ccccc2F)Sc2ccccc21)NCCCN1CCOCC1
→ i, i, -5, i, i, i, i, 8, i, i, -0.3
COc1cc(CN2CCC(C(=O)N3CCCC(C)C3)CC2)cc(OC)c1O (centres undefined)
→ i, i, -6, i, i, i, i, -14, i, i, -0.4
COc1ccc(-c2ncc(CN3CCC(CO)(Cc4cccc(OC)c4)CC3)cn2)cc1
→ i, i, -3, i, i, i, i, -14, i, i, 0.7
COc1ccc(-c2noc(CCC(=O)NCCCN3CCN(c4ccc(F)cc4)CC3)n2)cc1
→ i, i, -23, i, i, i, i, -3, i, i, -0.9
COC(=O)CSc1nc2c(c(-c3ccc(C)o3)c1C#N)CCCC2
→ i, -6.9*, -3, i, i, i, i, -12, i, i, 0.2
O=C(C[n+]1ccccc1)c1ccc(Cl)cc1
→ i, i, -2, i, i, i, i, 6, i, i, 0.0
COc1ccc(CCNC(=O)c2ccc3ccccc3n2)cc1OC
→ i, i, -5, i, i, i, i, 6, i, i, 0.2
CCCCCCN1C=CC(=C/C=C(\C#N)C(=O)OCC)C=C1
→ 78*, i, 10, 64*, i, -9.6*, i, -1, i, i, 0.1
COc1ccc(CNC(=O)CN(Cc2ccccc2Cl)C(=O)c2csnn2)cc1
→ i, i, 16, i, i, i, i, 7, i, i, -0.2
Cc1nc(CC(C)C)cc(C(=O)N2CCCC(CNS(=O)(=O)c3cccs3)C2)n1 (centres undefined)
→ i, i, 6, i, i, i, i, -20, i, i, -1.9
O=C(Nc1ccccc1N1CCCC1)c1ccc(F)c(S(=O)(=O)N2CCOCC2)c1
→ i, i, 5, i, i, i, i, 19, i, i, -0.2
COc1cc2c(cc1OC)CC(=O)NC=C2
→ i, i, 1, i, i, i, i, -2, i, i, -0.1
Cc1nc(NS(=O)(=O)c2ccccc2)sc1NC(=O)Nc1ccccc1
→ i, i, -4, i, i, i, i, -1, i, i, 0.1
CC(=O)N1CCN(S(=O)(=O)c2ccccc2)C1c1ccccc1 (centres undefined)
→ i, i, -1, i, i, i, i, 4, i, i, -0.3
COc1ccccc1N1CCN(/N=C/c2cc(OC)c(O)c(OC)c2)CC1
→ i, i, -4, i, i, i, i, -19, i, i, 0.2
CCN(CC)S(=O)(=O)c1ccc2c(c1)c(=O)c(C(=O)NCc1ccc3c(c1)OCO3)cn2C
→ i, i, 6, i, i, i, i, -25, i, i, 0.6
COc1cccc(CNC(=O)N[C@@H](C)C(=O)O)c1
→ i, i, 3, i, i, i, i, -4, i, i, /
COc1ccc(N(C(=O)COc2ccc(C)cc2)S(=O)(=O)c2ccc(C)cc2)cc1
→ i, i, -2, i, i, i, i, -18, i, i, 0.3
O=C(CNC(=O)c1ccc(Br)o1)Nc1ccncc1
→ i, i, -16, i, i, i, i, -5, i, i, -0.3
Cc1nn(CC(=O)NCCCN2CCN(Cc3ccccc3)CC2)c(=O)c2cc(-c3ccccc3)nn12
→ i, i, 0, i, i, i, i, 4, i, i, 0.0
CCN(CC)S(=O)(=O)c1ccc(NC(=O)CN(c2cccc(C)c2)S(C)(=O)=O)cc1
→ i, i, -7, i, i, i, i, /, i, i, 0.5
Cc1nc(SCc2ccc(C(=O)O)cc2)nc2c1CCCC2
→ i, i, 0, i, i, i, i, 1, i, i, -0.7
COc1cc(OC)cc(C(=O)n2cnnc2N)c1
→ i, i, 2, i, i, i, i, 3, i, i, -0.6
O=C(COC(=O)c1cccnc1Nc1cccc(C(F)(F)F)c1)NC1CCS(=O)(=O)C1 (centres undefined)
→ i, i, -3, i, i, i, i, 3, i, i, -0.7
Cn1c(=O)[nH]c(=O)c2c1nc(N1CCCCCC1)n2CCOc1ccccc1
→ i, i, -3, i, i, i, i, 30, i, i, 0.0
NS(=O)(=O)c1ccc(CCNC(=O)CCC2COc3ccccc3O2)cc1 (centres undefined)
→ i, i, -3, i, i, i, i, -1, i, i, -0.4
COc1ccc2oc(C(=O)OCC(=O)N3CC(C)CC(C)C3)c(C)c2c1 (centres undefined)
→ i, i, -1, i, i, i, i, -31, i, i, -0.2
COCCCNCCOCCOc1ccc(Cl)cc1C(C)(C)C
→ i, i, -1, i, i, i, i, 13, i, i, -3.2

Printed as active in MrgX1 agonist, of those listed so far:
structure	TRPC6 act	MrgX1 antagonist	MrgX1 agonist	Platelet DG rel	RGS4 block	TRPC4 block
CCCCCCN1C=CC(=C/C=C(\C#N)C(=O)OCC)C=C1	78*	i	64*	-1	i	i

Screens deposited in PubChem by several laboratories.
